Assay outcomes deposited in PubChem BioAssay by The Scripps Research Institute Molecular Screening Center.
TLR4-MyD88 inh – inhibitors of human TLR4-MyD88 binding | Cell-based TLR4-MyD88 binding inhibition assay | actives 0.06% (n = 16,000) | Toll-like receptor 4 (Homo sapiens), O00206 | AID 811, 2007 | inhibition, % at 10 µM; in the data active means inhibition above about 45%
Luminol counter – counter-screen for Nox1 inhibitors: inhibitors of luminol chemiluminescence. HRP/luminol/H2O2 chemiluminescence counterscreen. inhibition, % at 6.7 µM. actives 0.4% (n = 16,000). AID 1823, 2009; further: reference of the scale not given here
S1P1 agonist – activates the human S1P1 receptor; Sphingosine 1-phosphate receptor 1 (Homo sapiens), P21453; S1P1 agonist cell-based reporter assay; activation, % at 4.5 µM; actives 1.5% (n = 16,000); AID 1044, 2008; in the data active means activation above about 80%
Nox1 inh – inhibitors of human NADPH oxidase 1 (Nox1) | actives 0.81% (n = 16,000) | HT29 cells, luminol chemiluminescence ROS | inhibition, % at 6.7 µM | AID 1792, 2009
rat GALR2 ag – agonists of rat galanin receptor 2 (GALR2); Galanin receptor type 2 (Rattus norvegicus), O08726; cell-based GALR2 agonist screen; activation, % at 10 µM; actives 0.5% (n = 16,000); in the data active means activation above about 15%
KOR antag MB – antagonists of human kappa opioid receptor OPRK1, Maybridge library; Kappa-type opioid receptor (Homo sapiens), P41145; OPRK1 cells, antagonist mode, fluorescence readout; inhibition, % at 9 µM; actives 0.4% (n = 16,000); in the data active means inhibition above about 50%
Target sequence (P41145 whole entry, looked up): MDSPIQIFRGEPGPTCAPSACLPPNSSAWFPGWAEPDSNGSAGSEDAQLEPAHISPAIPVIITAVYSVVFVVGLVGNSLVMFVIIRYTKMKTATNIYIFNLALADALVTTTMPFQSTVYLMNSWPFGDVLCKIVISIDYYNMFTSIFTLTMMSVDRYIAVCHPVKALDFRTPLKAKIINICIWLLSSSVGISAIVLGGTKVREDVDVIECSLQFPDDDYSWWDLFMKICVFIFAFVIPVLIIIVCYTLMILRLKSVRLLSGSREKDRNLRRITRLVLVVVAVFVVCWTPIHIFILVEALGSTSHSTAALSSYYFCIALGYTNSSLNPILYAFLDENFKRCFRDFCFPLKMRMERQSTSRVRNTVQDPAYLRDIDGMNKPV
PME-1 Maybr inh – inhibitors of human PME-1 in Maybridge library; actives 0.5% (n = 16,000); recombinant PME-1, FP-Rh probe fluorescence polarization; inhibition, % at 9 µM; Protein phosphatase methylesterase 1 (Homo sapiens), Q9Y570; in the data active means inhibition above about 30%
Target sequence (Q9Y570 whole entry, looked up): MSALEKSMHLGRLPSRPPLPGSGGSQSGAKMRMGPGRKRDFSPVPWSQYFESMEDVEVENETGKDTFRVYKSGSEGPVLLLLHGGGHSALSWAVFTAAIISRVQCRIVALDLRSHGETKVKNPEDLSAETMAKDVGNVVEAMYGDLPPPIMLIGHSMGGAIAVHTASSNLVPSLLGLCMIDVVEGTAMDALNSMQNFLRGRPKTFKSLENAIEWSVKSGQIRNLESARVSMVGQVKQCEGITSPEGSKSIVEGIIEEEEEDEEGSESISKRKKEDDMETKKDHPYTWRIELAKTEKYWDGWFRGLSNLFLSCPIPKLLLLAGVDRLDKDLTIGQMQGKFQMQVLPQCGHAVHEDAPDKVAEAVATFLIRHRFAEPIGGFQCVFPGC
NOTCH agonist – agonists of NOTCH signaling; NOTCH signaling luciferase reporter cells, luminescence; activation, % at 2.5 µM; actives 0.4% (n = 15,000); AID 434982, 2010; in the data active means activation above about 2.2%
Numbers without * were called inactive; x = no result given. Unless noted, no stated cut-off is given here; in the data, active means inhibition above about 75%; inactive means the rest. Hits appear at their usual frequency (roughly 4.8% active in at least one column).

SMILES,TLR4-MyD88 inh,Luminol counter,S1P1 agonist,Nox1 inh,rat GALR2 ag,KOR antag MB,PME-1 Maybr inh,NOTCH agonist
COC(=O)c1ccccc1Sc1cccc2cccc(C#N)c12,-5,-9,24,4,-5,6,13,-1.4
O=C1c2ccccc2-c2c1c1ccccc1c(=O)n2Cc1ccc2c(c1)OCO2,0,1,-7,-5,-9,-23,4,0.9
O=C(NNC(=S)NC12CC3CC(CC(C3)C1)C2)c1ccc([N+](=O)[O-])o1,-8,-1,-1,-1,-6,-6,4,-0.2
Cc1nnsc1C(=O)N1CCC(O)(c2ccc(Cl)cc2)CC1,-2,1,-7,-27,-6,-2,-6,0.2
N#Cc1ccc(N2CCOCC2)nc1,2,-8,10,-8,-6,9,5,-0.8
CCCCOC(=O)c1ccc(OS(=O)(=O)c2ccc(Cl)cc2)cc1,-1,-2,-11,-22,-6,-4,-6,-0.3
COc1ccc(NC(=O)Nc2cccs2)cn1,-5,12,-4,-15,-3,24,0,0.0
Cc1ccc(N(C(=O)c2cc([N+](=O)[O-])cc([N+](=O)[O-])c2)C2C=CS(=O)(=O)C2)cc1 (stereo not given),-2,-4,-7,40,-6,0,-15,-0.5
COc1ccc(C(C)=O)cc1CSc1ccccn1,13,-2,1,-51,-6,3,4,-0.4
O=C(c1cccs1)n1ccc(C(F)(F)F)n1,4,4,5,-60,-5,12,-4,-0.9
CC(=O)NC(C)(C)Cc1ccc(N(C)C)cc1,-9,-3,-8,18,-4,15,-1,-0.3
NNC(=O)c1c(-c2ccccc2)c(-c2ccccc2)nn2nnnc12,-8,8,-13,-10,-9,-16,3,x

The results go on:
SMILES,TLR4-MyD88 inh,Luminol counter,S1P1 agonist,Nox1 inh,rat GALR2 ag,KOR antag MB,PME-1 Maybr inh,NOTCH agonist
CS(=O)(=O)Cc1c(Cl)cccc1Cl,-6,-6,-1,17,-5,8,3,0.0
CN(NC(=O)Nc1c(Cl)cccc1Cl)C(=S)SCc1c(F)cccc1Cl,-2,-3,-10,-5,-6,1,-11,-0.3
Cc1cc(CNC(=O)CN2C(=O)c3ccccc3C2=O)c(C(F)(F)F)o1,2,3,-4,-54,-3,-2,-5,-0.4
Cc1cc2nsnc2cc1Cl,0,-2,-2,-6,-5,7,0,0.2
N#C/C(=C(/Oc1ccc(Cl)cc1Cl)C(F)(F)F)c1ccccc1,9,-7,-3,-36,-1,8,9,-0.5
Nc1ccc(O)c2c1C(=O)c1c(N)ccc(O)c1C2=O,3,-5,-1,7,-2,41,4,-0.1
COc1ccc(C2C(OC(C)=O)C(c3ccccc3OCc3ccccc3)=NN2C(C)=O)cc1 (stereo not given),-3,2,-11,-40,-7,3,3,-0.5
NC(=O)CNC(=O)c1cccc(Cl)c1,-6,-1,-22,8,-7,0,1,0.0
CS(=O)(=O)/C(C#N)=C\c1ccc(Cl)s1,6,-5,-5,-9,-5,57*,6,-0.7
C=CCn1c(SCc2n[nH]c(=S)n2C)nnc1-c1ccccc1,-8,82*,-5,4,-5,12,6,-0.6
C#CC(CC)(CC)NC(=S)NCCc1ccccc1,-7,-5,-9,-11,-3,26,9,-0.7
O=C(Nc1ccc2c(c1)OCCO2)Nc1cccs1,0,-7,8,-39,-5,18,-9,-0.2

The list continues.
SMILES,TLR4-MyD88 inh,Luminol counter,S1P1 agonist,Nox1 inh,rat GALR2 ag,KOR antag MB,PME-1 Maybr inh,NOTCH agonist
CC(C)(C)OC(=O)N1CCCN(S(=O)(=O)c2cccc3nsnc23)CC1,4,1,-3,-14,-9,1,-1,-0.1
O=C(NC1CCSC1)c1cccc(Cl)c1 (stereo not given),6,2,2,-26,-3,-9,2,-0.1
CC1CCC(C(C)C)/C(=N/NC(=O)CC#N)C1 (stereo not given),4,5,-2,-43,-3,9,-2,-0.1
Cc1cccc(C)c1NC(=O)CSc1ccc(C(F)(F)F)cc1[N+](=O)[O-],0,0,4,-23,-7,-20,0,-0.2
N#C/C(=C\C=C\c1ccccc1)c1ccc([N+](=O)[O-])cc1,5,4,25,-19,7,17,-1,-0.3
Cc1oc(C(=O)O)cc(=O)c1C,6,-2,-13,-44,-7,-10,2,-0.3
N#Cc1ccc(Oc2sccc2[N+](=O)[O-])cc1,-35,-2,32,-10,-7,33,6,-1.0
O=C(CCCC(=O)N1CCCC1)N1CCCC1,-1,3,-12,-22,-6,14,-3,-0.5
O=[N+]([O-])c1ccc(C=Nc2ccc(-c3cnco3)cc2)cc1,6,-60,4,-26,2,-1,2,0.4
Cc1onc(-c2c(F)cccc2Cl)c1C(=O)Nc1cccc2nsnc12,-12,-3,-13,-15,-2,16,1,-0.2
COc1cccc(-c2nnc(-c3ccccc3NC(=O)c3ccc(Cl)cc3)o2)c1,4,2,0,-46,-5,-19,-2,-0.6
N/C(=N\O)c1ccc(C2OCCO2)cc1,-1,-16,-5,0,-5,-12,0,x

Next section; it opens with the 5 that closed the last part.
SMILES,TLR4-MyD88 inh,Luminol counter,S1P1 agonist,Nox1 inh,rat GALR2 ag,KOR antag MB,PME-1 Maybr inh,NOTCH agonist
O=C(CCCC(=O)N1CCCC1)N1CCCC1,-1,3,-12,-22,-6,14,-3,-0.5
O=[N+]([O-])c1ccc(C=Nc2ccc(-c3cnco3)cc2)cc1,6,-60,4,-26,2,-1,2,0.4
Cc1onc(-c2c(F)cccc2Cl)c1C(=O)Nc1cccc2nsnc12,-12,-3,-13,-15,-2,16,1,-0.2
COc1cccc(-c2nnc(-c3ccccc3NC(=O)c3ccc(Cl)cc3)o2)c1,4,2,0,-46,-5,-19,-2,-0.6
N/C(=N\O)c1ccc(C2OCCO2)cc1,-1,-16,-5,0,-5,-12,0,x
COC(=O)C(=Cc1ccc(-c2ccsc2C(=O)OC)o1)C(=O)OC,-2,-4,-6,-2,-3,13,4,-0.6
Cc1ccc(NNC(=O)c2scc(S(=O)(=O)c3ccc(Cl)cc3)c2C)cc1,-9,1,7,-20,-2,-15,6,-0.4
S=C(NNC(=S)NC1CC2C=CC1C2)Nc1ccc(Br)c(Cl)c1 (stereo not given),-11,-1,16,47,-4,4,18,-0.3
CCc1cc(C(=O)c2ccc(OC)cc2)c(N)s1,5,3,10,-65,7,-15,1,0.1
O=[N+]([O-])c1cc(C(F)(F)F)ccc1NCc1ccccc1,1,-1,10,-55,-5,2,1,-0.8
CSc1nc(-c2cnccn2)nc(-c2ccccc2Cl)c1C#N,-5,-6,0,-16,-2,-7,5,-0.5
Oc1ccccc1C=Nc1ccc(N2CCOCC2)cc1,16,0,-2,25,-3,22,5,-0.2
COc1ccc(Nc2cc(C(F)(F)F)ccc2Cl)c(C(=O)O)c1,-3,-1,-8,7,-5,-1,9,-0.6
CC1C(c2ccccc2)OCCN1CN1C(=O)c2ccccc2C1=O (stereo not given),3,1,-5,-39,-4,13,-1,-0.3
O=[N+]([O-])c1cc(C(F)(F)F)cc([N+](=O)[O-])c1Oc1ccc(C2SCCS2)cc1,-6,-67,-9,9,-2,18,5,-0.7
O=C(NCC1COc2ccccc2O1)NC(=O)c1ccc(Cl)cc1 (stereo not given),4,4,-11,-87,-6,22,-1,0.3
CS/C(N)=C(\C#N)C(C)=O,6,3,2,-42,-5,7,0,-0.7

Going on with the list.
SMILES,TLR4-MyD88 inh,Luminol counter,S1P1 agonist,Nox1 inh,rat GALR2 ag,KOR antag MB,PME-1 Maybr inh,NOTCH agonist
CC(=O)NCc1ccc(S(=O)(=O)NN)cc1,7,7,-10,-19,-7,8,-3,-0.2
CSc1n[nH]c(NC(=O)c2c(-c3c(Cl)cccc3Cl)noc2C)n1,-3,0,2,-53,-7,8,3,-0.6
S=C(Nc1ccc2[nH]ccc2c1)Nc1ccccc1N1CCOCC1,-8,1,4,27,2,9,3,-0.5
CC(C)c1ccc(NN2C(=O)CC(c3ccccc3)C2=O)cc1 (stereo not given),5,16,1,-20,-6,-12,-3,-0.3
N#CC(C#N)=CNc1ncccn1,-4,6,-4,0,-5,9,-8,-0.6
CC(=O)Nc1nc2c(s1)Cc1ccccc1-2,3,11,7,7,-5,19,8,-0.1
CCOCCOCCN(CC)c1ccc(N=Nc2c(C#N)cc([N+](=O)[O-])cc2C#N)c(NC(C)=O)c1,-2,4,-7,31,-10,-11,6,-0.3
O=C(OCC1CC1)c1cnc(Sc2ccccn2)nc1C(F)(F)F,-30,1,26,-40,0,-36,1,-0.5
COC(=O)c1sccc1N/N=C/c1c(F)cccc1Cl,-3,-1,12,16,-7,-5,5,-0.7
COC(=O)C1=C(c2ccccc2)C(c2ccccc2)=C(C(=O)OC)C1=O,0,2,7,4,-1,-14,5,0.2
CC(=O)CSc1nc(C)cc(C)c1C#N,-4,3,-22,-2,-5,1,-3,-0.3
CCOC(=O)NC(Nc1cc(C)ccn1)(C(F)(F)F)C(F)(F)F,-8,3,5,-70,-3,17,-5,-0.8

(more compounds)
SMILES,TLR4-MyD88 inh,Luminol counter,S1P1 agonist,Nox1 inh,rat GALR2 ag,KOR antag MB,PME-1 Maybr inh,NOTCH agonist
O=C(CSc1nncn1-c1ccc(OCc2ccccc2)cc1)Nc1ccccc1,-10,-6,15,27,-4,6,4,-0.6
CC(=O)Nc1ccc(S(=O)(=O)Nc2cc(S(=O)(=O)N(C)C)ccc2C)cc1,0,-4,2,15,-5,-1,8,0.0
CCOC(=O)c1cnn2c1nc(Sc1cccc(OC)c1)c1ccccc12,-8,-7,-6,-13,6,-27,-1,-1.0
CNc1ccccc1C(=O)NN,3,2,0,17,-7,-9,3,0.2
N#CCC(=O)NNC(=S)NCc1cccs1,2,8,2,-16,-4,-8,1,-0.1
COc1ccc(C(=O)CN2CCN(c3cc(C)nc4ccccc34)CC2)cc1,7,-1,-20,-3,2,10,2,0.0
O=C(Nc1ccccc1C(=O)Nc1ccccn1)c1ccccc1,0,4,-29,-47,-6,-4,-4,-0.3
Nc1ccccc1SCc1cc([N+](=O)[O-])cc2c1OCOC2,7,2,47,-36,-5,-22,5,-0.3
COc1cc(C(=O)c2ccccc2C#N)cc(OC)c1OC,-4,-8,7,-39,-3,10,9,0.4
N#CCC(=O)NC(=O)NC12CC3CC(CC(C3)C1)C2,-9,1,5,-30,-6,-5,-4,-0.3
COc1cc(C=Nc2ccc(F)cc2F)ccc1OC(=O)/C=C/c1cccs1,13,8,5,-29,-4,-3,3,0.2
Cc1cc(NC(=O)NC(=O)c2ccccc2F)no1,-2,-3,9,18,0,17,6,-0.1

(more compounds)
SMILES,TLR4-MyD88 inh,Luminol counter,S1P1 agonist,Nox1 inh,rat GALR2 ag,KOR antag MB,PME-1 Maybr inh,NOTCH agonist
O=C(NCCN1CCN(c2nccc(C(F)(F)F)n2)CC1)NC1CCCCC1,-5,-8,-3,22,-8,10,7,0.2
CCCCSc1ncn[nH]1,4,0,-5,4,-7,-9,-3,0.9
Cc1cc(NC(=O)COC(Cc2ccccc2)C(F)(F)F)no1 (stereo not given),10,2,-1,-20,-2,-21,-3,-0.3
Cc1cc(I)c[nH]c1=O,7,-4,-8,-13,-4,6,1,-0.6
Nc1nnc(Sc2cc3c(cc2[N+](=O)[O-])C(=O)NC3=O)s1,-4,-1,7,76*,-5,6,-3,1.1
N#Cc1cccc(C#N)c1Oc1ccc(S(=O)(=O)Nc2ccccc2)cc1,-7,2,10,-5,-8,-4,29,x
Fc1ccc(CN2CCCN(C(=S)NC3CCCCC3)CC2)cc1,-7,-1,-19,-28,-1,-4,2,-0.4
Cc1cc(C(=O)NNC(=O)C2CCN(c3nccc(C(F)(F)F)n3)CC2)nn1C(C)(C)C,1,3,-4,-39,-7,14,0,-0.5
CCC(=O)c1sc(-c2ccc(Cl)cc2)cc1NC(=O)Nc1c(C)noc1C,-3,4,-9,-21,-7,0,-20,-0.4
CC(c1ccccc1)n1c(SCC(=O)c2ccc(F)cc2)n[nH]c1=O (stereo not given),2,-3,11,3,-6,-6,3,-0.7
Cc1cc(-c2nnc(CN3CCCCC3)o2)ccc1[N+](=O)[O-],-10,2,-6,-54,-4,8,0,-0.7
CS(=O)(=O)Nc1ccccc1Oc1ccc(Cl)cc1Cl,11,3,-11,-43,-4,15,4,-0.4

Carrying on.
SMILES,TLR4-MyD88 inh,Luminol counter,S1P1 agonist,Nox1 inh,rat GALR2 ag,KOR antag MB,PME-1 Maybr inh,NOTCH agonist
COCCCNC(=S)NNC(=S)Nc1ccccc1,-4,4,3,91*,-5,2,4,0.0
CCOC(=O)NC(=S)NC12CC3CC(CC(C3)C1)C2,-15,-1,-15,4,-2,0,0,-0.2
Cc1cc(C)n(-c2ccc(-n3cccc3C=C(C#N)C#N)cc2)n1,-1,3,-7,-29,-7,-5,-3,-0.1
CCOC(=O)c1cc(C(=O)OCC)c(C(F)(F)F)nc1/C=C/N(C)C,16,2,-15,-32,-6,9,3,x
CC(=O)/C(C=Nc1cc(C)c(O)c(Cl)c1)=C(\C)O,0,11,-35,92*,-4,4,-1,-0.1
